NR5A2 inv ag = NR5A2 inverse agonism in reporter assay | 360,000 compounds, 0.13% hits | O00482 | inhibition, % at 3.6 µM | HEK293T StAR-luciferase reporter, LRH-1 transfected, 24 h;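 active = inhibition above the mean inhibition of all tested compounds plus 3 SD, cut at about 73% in these data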;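 also: 0% = DMSO wells and 100% = reporter-only cells lacking LRH-1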
COUP-TFII inh = NR2F2 (human) inhibition, primary screen; P24468; HEK293T NGFI-A luciferase reporter, luminescence; inhibition, % at 8.6 µM; 370,000 compounds, 0.7% hits; AID 686940;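 active = inhibition above a per-plate cutoff, mean inhibition of test wells between control levels plus 3 SD, cut at about 38% in these data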;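 also: cells cotransfected with COUP-TFII expression vector driving the NGFI-A reporter; 0% = median of COUP-TF2 test wells and 100% = reporter-only cells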
SRC2 inh = inhibits human steroid receptor coactivator 2; AID 651957; 370,000 compounds, 0.17% hits; HEK293 GAL4-SRC2 luciferase reporter, luminescence; inhibition, % at 9 µM;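 active = inhibition above the mean inhibition of all tested compounds plus 3 SD, set per campaign, cut at about 52% in these data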;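 also: 0% = DMSO treated cells and 100% = cells given Gossypol at 36 µM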
NCOA3 inh = inhibits human SRC3 coactivator | Q9Y6Q9 | AID 588352 | 360,000 compounds, 0.17% hits | HEK293 GAL4-SRC3 luciferase reporter, luminescence | inhibition, % at 3.6 µM;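 active = inhibition above a per-campaign cutoff, the mean of all compounds plus 3 SD, cut at about 60% in these data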;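 also: 0% = DMSO-treated cells and 100% = gossypol-treated cells at 36 µM; higher means less SRC3-driven luciferase light from the GAL4 reporter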
NOD2 RIPK2 PPI = blocks binding of human NOD2 to RIPK2 | CHO BLA complementation NOD2-RIPK2, CCF4 ratio | inhibition, % at 4.98 µM | 360,000 compounds, 0.38% hits; in the data active = inhibition above about 21%;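 also: 0% = vehicle only and 100% = reference blocker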
SRC1 inh = human NCOA1 inhibition | HEK293 GAL4-SRC1 luciferase reporter, luminescence | AID 588354 | Q15788 | inhibition, % at 3.6 µM | 360,000 compounds, 0.12% hits;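 active = inhibition above the campaign mean plus 3 SD, with each screening campaign given its own cutoff, cut at about 60% in these data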;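 also: 0% = DMSO treated cells and 100% = gossypol at 36 µM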
Target sequence (Q15788 whole entry, looked up, the tested form may be a part): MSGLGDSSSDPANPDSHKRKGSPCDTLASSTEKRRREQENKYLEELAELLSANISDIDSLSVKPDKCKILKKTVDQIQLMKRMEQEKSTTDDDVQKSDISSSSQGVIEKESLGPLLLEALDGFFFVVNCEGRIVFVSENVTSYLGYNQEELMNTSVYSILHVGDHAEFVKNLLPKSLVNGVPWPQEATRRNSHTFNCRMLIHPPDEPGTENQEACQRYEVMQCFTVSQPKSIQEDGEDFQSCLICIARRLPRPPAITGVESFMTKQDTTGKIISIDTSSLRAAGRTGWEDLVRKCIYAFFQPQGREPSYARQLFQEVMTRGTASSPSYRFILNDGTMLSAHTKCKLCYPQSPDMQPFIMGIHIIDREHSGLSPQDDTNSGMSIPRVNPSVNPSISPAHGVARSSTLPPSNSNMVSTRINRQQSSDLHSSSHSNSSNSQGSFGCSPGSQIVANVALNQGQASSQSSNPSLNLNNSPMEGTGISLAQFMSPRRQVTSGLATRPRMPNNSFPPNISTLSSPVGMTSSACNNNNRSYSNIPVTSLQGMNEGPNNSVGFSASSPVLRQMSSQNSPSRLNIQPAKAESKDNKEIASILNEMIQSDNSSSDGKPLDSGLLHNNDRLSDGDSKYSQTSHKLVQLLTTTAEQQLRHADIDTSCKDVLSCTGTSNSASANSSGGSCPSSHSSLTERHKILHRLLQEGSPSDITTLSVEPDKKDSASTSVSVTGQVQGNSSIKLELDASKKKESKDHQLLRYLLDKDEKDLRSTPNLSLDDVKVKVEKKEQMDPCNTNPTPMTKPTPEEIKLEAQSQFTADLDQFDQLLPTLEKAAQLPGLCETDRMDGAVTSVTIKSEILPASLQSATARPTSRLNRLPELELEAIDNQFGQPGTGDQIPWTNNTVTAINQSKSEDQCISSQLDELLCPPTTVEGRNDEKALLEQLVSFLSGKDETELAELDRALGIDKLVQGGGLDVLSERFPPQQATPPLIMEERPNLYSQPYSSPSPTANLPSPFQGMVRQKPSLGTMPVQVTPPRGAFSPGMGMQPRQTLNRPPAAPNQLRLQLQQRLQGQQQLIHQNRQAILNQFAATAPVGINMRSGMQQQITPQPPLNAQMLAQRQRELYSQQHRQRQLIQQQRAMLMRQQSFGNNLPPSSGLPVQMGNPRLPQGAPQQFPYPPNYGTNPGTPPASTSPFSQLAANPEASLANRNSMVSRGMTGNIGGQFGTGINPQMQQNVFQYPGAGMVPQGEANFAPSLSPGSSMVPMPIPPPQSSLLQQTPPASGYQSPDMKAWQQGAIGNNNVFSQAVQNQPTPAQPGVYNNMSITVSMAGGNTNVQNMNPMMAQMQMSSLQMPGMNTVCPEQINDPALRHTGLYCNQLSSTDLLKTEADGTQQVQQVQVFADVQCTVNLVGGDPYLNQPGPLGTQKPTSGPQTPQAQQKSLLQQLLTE
Vif imaging = HIV Vif inhibition; HEK293T cells, Vif self-association by quenched fluorescence, imaging, 24 h; inhibition, % at 7.49 µM; 340,000 compounds, 0.35% hits; AID 602346; in the data active = inhibition above about 50%, passing the limit was not always enough; also: some results filed as inactive read as strong as hits
TROY signal inh = TROY signaling inhibition | Q293 LMP1-TROYcd NF-kB luciferase reporter, 4 h | inhibition, % at 10 µM | 360,000 compounds, 0.98% hits;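 active = compounds whose plate-normalised and pattern-corrected inhibition of the luciferase reporter signal at the single screening dose is 50% or more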
EBV LMP1 NFkB = Epstein-Barr LMP1 NF-kappaB reporter inhibition; LMP1-induced NF-kappaB luciferase reporter cells, luminescence; inhibition, % at 12.5 µM; 350,000 compounds, 0.69% hits; AID 504558; in the data active = inhibition above about 41%;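 also: 0% = neutral control wells and 100% = reference inhibitor control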
C8 TRAIL sens = sensitizes caspase-8 expressing cells to TRAIL | NB7+C8 cells + TRAIL, ATPlite viability luminescence | inhibition (viability loss, TRAIL sensitization), % at 10 µM | 360,000 compounds, 1% hits;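 active = compounds causing at least 50% loss of cell viability in the single-dose screen, relative to plate controls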
TLR9-MyD88 block = blocks human TLR9 binding to MyD88; Q9NR96+Q99836; CHO BLA complementation TLR9-MyD88, CCF4 FRET ratio; inhibition, % at 4.98 µM; 340,000 compounds, 0.21% hits; AID 504734;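 active = inhibition above the mean over all tested compounds plus 3 SD, cut at about 21% in these data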;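 also: 0% = DMSO only wells and 100% = clavulanate BLA inhibitor control wells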
Starred values were filed as active, the others as inactive; · = not tested or not shown. The list is partial. The share of hits here may be higher or lower than overall.

SMILES	NR5A2 inv ag	COUP-TFII inh	SRC2 inh	NCOA3 inh	NOD2 RIPK2 PPI	SRC1 inh	Vif imaging	TROY signal inh	EBV LMP1 NFkB	C8 TRAIL sens	TLR9-MyD88 block
Cc1ccc(C(CC(=O)O)Nc2nc(N3CCCCC3)nc(N3CCCCC3)n2)cc1 (centres undefined)	13	-21	-57	-7	-3	-2	-1	0	-1	-17	-2
CCN(CC)CCSc1nc2ccc(OC)cc2[nH]1	-21	12	11	1	-3	-19	-9	-5	1	-15	8
COc1ccc(-n2c(=O)cc(N3CCN(c4ccccc4OC)CC3)[nH]c2=O)cc1	-4	-8	18	-6	7	-16	9	6	-3	-9	2
CCn1c(CCNC(=O)c2cccs2)n[nH]c1=S	6	-7	-14	-10	-1	1	-1	3	3	-8	7
Cc1c(CCC(=O)NCCCn2ccnc2)c(=O)oc2c(C)c3occ(C(C)(C)C)c3cc12	10	4	12	-11	-1	11	36	2	-9	10	6
COc1ccc(OCc2nnc(SCC(=O)NNC(=O)c3ccc(C)cc3)n2C)cc1	14	-19	-5	16	3	-13	14	4	-12	-5	5
Cc1ccsc1C(=O)NC(C)c1ccccc1 (centres undefined)	-22	-8	-15	-13	-4	9	9	-1	-2	-13	0
O=C(NC(=S)Nc1ccc(Cl)c(C(=O)O)c1)c1cccc(COc2ccccc2)c1	-38	-9	0	-19	-7	-13	6	0	-3	0	-8
CCOCCCn1c(SC(C(=O)Nc2cc(C)ccc2C)c2ccccc2)nnc1-c1ccc(Cl)cc1 (centres undefined)	-14	12	28	2	8	-12	·	-9	2	-11	-4
Cc1ccnc(NC2CCCCC2)c1	-9	-10	-15	-1	10	-2	6	-26	-16	0	-4
CCOC(=O)N1CCN(c2c(NCCc3ccccc3)c(=O)c2=O)CC1	-9	12	-12	5	-5	-10	·	-13	3	-11	-2
COC(=O)c1cc(C(=O)OCC(=O)Nc2cc(C)on2)cc([N+](=O)[O-])c1	-4	12	17	9	-15	-17	-24	-2	1	-4	-2
Cc1ccc2nc(NC(=O)CN3C(=O)NC4(CCCC4)C3=O)sc2c1	-26	-6	-11	-11	6	-37	2	-29	-6	12	4
CC(=O)c1ccc(NC(=O)/C=C/c2ccc(C)cc2)cc1	-31	-8	-32	-15	-7	-21	-5	-23	-24	25	7
COCCN(C(=O)c1csnn1)C(C(=O)NC1CCCCC1)c1ccc(Cl)cc1 (centres undefined)	9	14	11	-15	-7	17	4	-7	-7	-2	5
CSCC[C@H](NC(=O)c1ccc(Cl)c(S(=O)(=O)N2CCCC2)c1)c1nc2ccccc2[nH]1	-7	-31	-55	8	4	-4	3	-5	5	-21	-5
CC(Sc1nc2sccc2c(=O)n1-c1ccccc1)C(N)=O (centres undefined)	28	6	-15	-15	-1	-6	22	12	-15	-10	1
C(=C\c1ccccc1)/CSc1ccccn1	-64	-38	-12	-35	-1	-54	6	-60	-13	6	0
CCC(Oc1ccc(Br)cc1)C(=O)N1CCN(c2ncccn2)CC1 (centres undefined)	-2	-10	17	3	-8	4	-7	-4	-2	-8	-1
COc1ccc2[nH]c3c(c2c1)CCN1C(=O)C(CC(=O)NCCCn2ccnc2)C[C@H](C(=O)N2CCCCC2)[C@@]31CCc1ccccc1 (some centres undefined)	18	7	13	10	3	3	10	13	1	-4	6
Cc1ccc(-c2nc(SCC(=O)Nc3cc(C)on3)c3c(=O)n(C)c(=O)n(C)c3n2)cc1	-7	6	4	18	-8	8	3	20	-8	-6	9
CCn1cc(C(=O)O)c(=O)c2cnc(N3CCN(C(=S)Nc4ccccc4)CC3)nc21	-2	1	-13	18	-4	11	·	-67	-3	-6	5
Cc1ccc(C)c(C(O)c2ncc(-c3ccccc3Cl)[nH]2)c1 (centres undefined)	26	10	-19	0	3	-1	·	-4	·	-1	·
Cc1ccc(C(=O)N2CCN(c3ccc(NC(=S)NC(=O)c4cccs4)cc3)CC2)cc1	4	11	-4	-1	-6	-28	-38	35	8	24	4
COc1ccc(/C(N)=N/OC(=O)c2cccs2)cc1OC	-137	-33	-50	-67	2	-115	-4	-49	-26	6	-3

Fetched by compound from above (2):
SMILES	NR5A2 inv ag	COUP-TFII inh	SRC2 inh	NCOA3 inh	NOD2 RIPK2 PPI	SRC1 inh	Vif imaging	TROY signal inh	EBV LMP1 NFkB	C8 TRAIL sens	TLR9-MyD88 block
Cc1ccsc1C(=O)NC(C)c1ccccc1 (centres undefined)	-22	-8	-15	-13	-4	9	9	-1	-2	-13	0
Cc1ccc(C(=O)N2CCN(c3ccc(NC(=S)NC(=O)c4cccs4)cc3)CC2)cc1	4	11	-4	-1	-6	-28	-38	35	8	24	4

The main list resumes with the six entries that preceded the break.
SMILES	NR5A2 inv ag	COUP-TFII inh	SRC2 inh	NCOA3 inh	NOD2 RIPK2 PPI	SRC1 inh	Vif imaging	TROY signal inh	EBV LMP1 NFkB	C8 TRAIL sens	TLR9-MyD88 block
COc1ccc2[nH]c3c(c2c1)CCN1C(=O)C(CC(=O)NCCCn2ccnc2)C[C@H](C(=O)N2CCCCC2)[C@@]31CCc1ccccc1 (some centres undefined)	18	7	13	10	3	3	10	13	1	-4	6
Cc1ccc(-c2nc(SCC(=O)Nc3cc(C)on3)c3c(=O)n(C)c(=O)n(C)c3n2)cc1	-7	6	4	18	-8	8	3	20	-8	-6	9
CCn1cc(C(=O)O)c(=O)c2cnc(N3CCN(C(=S)Nc4ccccc4)CC3)nc21	-2	1	-13	18	-4	11	·	-67	-3	-6	5
Cc1ccc(C)c(C(O)c2ncc(-c3ccccc3Cl)[nH]2)c1 (centres undefined)	26	10	-19	0	3	-1	·	-4	·	-1	·
Cc1ccc(C(=O)N2CCN(c3ccc(NC(=S)NC(=O)c4cccs4)cc3)CC2)cc1	4	11	-4	-1	-6	-28	-38	35	8	24	4
COc1ccc(/C(N)=N/OC(=O)c2cccs2)cc1OC	-137	-33	-50	-67	2	-115	-4	-49	-26	6	-3
Cn1cc([C@@H]2C[C@H]3CN(C4CCCC4)C(=O)[C@]34CCCN24)c(-c2ccccc2)n1	1	22	14	-10	-2	-3	0	1	-5	-2	-3
CCOC(=O)[C@]12CCCC=C1N(Cc1ccc(Cl)cc1Cl)C(=O)[C@H](CC(=O)NCCC(C)C)C2	7	18	1	·	-2	·	·	2	·	9	·
CC(C)c1ccc(NC(=O)C2CCCN2S(=O)(=O)c2ccccc2F)cc1 (centres undefined)	-4	16	-30	-24	3	-14	-3	-17	-7	-8	1
CCOC(=O)Nc1ccc2c(c1)nc(CN1CCN(C(C)=O)CC1)n2C	4	-6	-13	-5	-10	-8	0	-47	-4	18	-8
O=C(O)C1=C(C(=O)Nc2ccc(F)c(Cl)c2)CCCC1	1	-20	-3	-7	-13	-22	-4	-7	-4	2	-3
O=C(CNC(=O)c1cccs1)c1ccc(Br)cc1	-199	-44	-72	-108	-2	-118	12	-7	-22	20	-5
Cc1cc(N)n2ncc(-c3cccc(Br)c3)c2n1	-72	-38	-48	-77	-1	-36	·	-37	-38	5	-7
O=C1COc2ccc(-c3csc(NCCc4ccccc4)n3)cc2N1	-5	-9	-24	-5	-3	-12	-2	-17	-20	-2	6
CCOC(=O)C1(C(F)(F)F)N=C(c2ccccc2F)OC(N(C)C)=N1 (centres undefined)	11	3	-39	-1	9	12	-2	25	1	-3	-9
CCN1C(=NCCOC)N[C@@H](c2cccc(F)c2)C(C(=O)OC)=C1C	5	·	·	3	-4	3	·	-4	3	-5	-2
Cc1ccc(N2CCN(C(=O)Nc3cccc([N+](=O)[O-])c3)CC2C)cc1 (centres undefined)	-1	6	-5	12	4	14	-2	5	-1	-2	6
Cc1cc(=O)[nH]c(N/N=C/c2cc(C)n(CC(F)(F)F)c2C)n1	11	13	-42	52	-5	59	10	10	5	-6	6
O=C(O)c1ccccc1NS(=O)(=O)c1ccc2ccccc2c1	-36	-7	-42	-11	0	-4	22	-73	-13	4	-4
CC(=NOC(=O)c1ccc(Cl)cc1)c1nccs1	3	-2	-11	0	4	-5	0	-13	·	-8	·
Cc1cc2c(SCC(=O)NC3CCCCC3)ncnc2s1	10	-10	-14	2	4	-19	-4	-16	2	0	2
O=C(NCC1CCN(c2ccc(S(=O)(=O)N3CCOCC3)cc2)CC1)Nc1ccccc1F	6	12	-5	-15	-4	11	15	-10	-1	-18	4
COc1cccc(NC(=O)C2CCCN2S(=O)(=O)c2ccc3c(c2)n(C)c(=O)c(=O)n3C)c1 (centres undefined)	0	2	-6	1	-2	3	-5	-3	-2	-16	8
O=C(Nc1ccc(S(=O)(=O)NC2=NCCCCC2)cc1)c1ccc([N+](=O)[O-])s1	30	2	4	-21	3	-3	-5	12	3	45	-4
CCc1ccc(NC(=O)c2noc3c2CCCCC3)cc1	-145	-62	-45	-102	-4	-171	10	-44	-59	20	-2
Oc1[nH]c2ccccc2c1N=Nc1nncc2ccccc12	-96	-30	-40	-58	-14	-87	-4	-52	-10	27	-3
CCOC(=O)c1cc(C#N)c(SC(C)C(=O)NC2CCCCC2)nc1C (centres undefined)	2	-12	6	-7	-1	-11	19	-6	5	-12	2
Cc1ccc(CC(=O)N/N=C/c2ccc3c(c2)OCO3)cc1	-4	-22	-21	-72	3	-38	-1	-41	-20	-1	6
O=C(CSc1nc2ccccc2[nH]1)N/N=C/c1ccco1	-10	-27	-55	-46	0	-24	-5	-11	-7	-16	-1
Cc1cccc(N=Nc2cn[nH]c2-c2ccco2)c1	-12	11	9	1	-1	-3	-1	-35	-15	-6	6
Cc1c(N=O)c(-c2ccccc2)n(O)[n+]1[O-]	5	-8	9	13	2	12	10	-3	6	-12	9
CN(c1ccc2nc3ccccc3c(=O)n2n1)C1CCCCC1	63	89*	72*	73*	-2	72*	0	90*	76*	92*	10
COc1ccc(CCNC(=O)Cn2cccc2C(=O)c2ccccc2)c(OC)c1	2	0	14	14	-6	13	-9	-17	-5	0	-6
COc1ccc(N(CC(=O)NCCSCc2cccc(Cl)c2)S(C)(=O)=O)cc1	2	-1	19	10	2	16	-4	-27	1	-14	-4
CCOc1ccc(CCN2C(=O)C(=O)N([C@@H](CC(C)C)CN3CCC[C@@H]3CN3C(=O)C(=O)NC[C@@H]3CC(C)C)C[C@@H]2Cc2ccccc2)cc1	-7	9	14	3	1	4	10	-26	·	-20	·

Reformatted as comma-separated lines: part of the list above
Structure,NR5A2 inv ag,COUP-TFII inh,SRC2 inh,NCOA3 inh,NOD2 RIPK2 PPI,SRC1 inh,Vif imaging,TROY signal inh,EBV LMP1 NFkB,C8 TRAIL sens,TLR9-MyD88 block
O=C(NCC1CCN(c2ccc(S(=O)(=O)N3CCOCC3)cc2)CC1)Nc1ccccc1F,6,12,-5,-15,-4,11,15,-10,-1,-18,4
CCOC(=O)Nc1ccc2c(c1)nc(CN1CCN(C(C)=O)CC1)n2C,4,-6,-13,-5,-10,-8,0,-47,-4,18,-8
CC(C)c1ccc(NC(=O)C2CCCN2S(=O)(=O)c2ccccc2F)cc1 (centres undefined),-4,16,-30,-24,3,-14,-3,-17,-7,-8,1

Shown as a hit in COUP-TFII inh, among the entries above:
SMILES	NR5A2 inv ag	COUP-TFII inh	SRC2 inh	NCOA3 inh	NOD2 RIPK2 PPI	SRC1 inh	Vif imaging	EBV LMP1 NFkB	TLR9-MyD88 block
CN(c1ccc2nc3ccccc3c(=O)n2n1)C1CCCCC1	63	89*	72*	73*	-2	72*	0	76*	10
